Source: PubChem BioAssay (several laboratories)
PriA SSB inh: blocks PriA binding to SSB C-terminal tail | AlphaScreen SSBct-PriA binding, biotinylated peptide | inhibition, % at 33 µM | 430,000 tested, 0.6% active | AID 1272365; in the data active = inhibition mostly above about 37%, no sharp cut-off; inactive = mostly below about 20%;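 also: plate controls were negative control peptide for no effect and reference peptide for full effect; strong numbers were not always called active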
CCHF vOTU inh: CCHFV vOTU protease inhibition; Pep-AMC fluorescence; AID 651958; inhibition, % at 11.5 µM; 370,000 tested, 0.55% active; in the data active = inhibition above about 30%; also: 0% = vehicle wells with enzyme and 100% = no enzyme wells
TcdB inh: blocks C. difficile toxin B glycohydrolase activity; P18177; TcdB glycohydrolase enzymatic assay, plate reader; inhibition, % at 9.99 µM; 350,000 tested, 0.24% active; in the data active = inhibition above about 10%
Anthrax LF prot: anthrax lethal factor protease inhibition; P15917; multiplex microsphere protease cleavage assay, LF; inhibition, % at 10 µM; 360,000 tested, 0.12% active; AID 588501; also: plate controls were buffer without enzyme for full effect and enzyme alone for no effect
Target sequence (P15917 whole entry, looked up): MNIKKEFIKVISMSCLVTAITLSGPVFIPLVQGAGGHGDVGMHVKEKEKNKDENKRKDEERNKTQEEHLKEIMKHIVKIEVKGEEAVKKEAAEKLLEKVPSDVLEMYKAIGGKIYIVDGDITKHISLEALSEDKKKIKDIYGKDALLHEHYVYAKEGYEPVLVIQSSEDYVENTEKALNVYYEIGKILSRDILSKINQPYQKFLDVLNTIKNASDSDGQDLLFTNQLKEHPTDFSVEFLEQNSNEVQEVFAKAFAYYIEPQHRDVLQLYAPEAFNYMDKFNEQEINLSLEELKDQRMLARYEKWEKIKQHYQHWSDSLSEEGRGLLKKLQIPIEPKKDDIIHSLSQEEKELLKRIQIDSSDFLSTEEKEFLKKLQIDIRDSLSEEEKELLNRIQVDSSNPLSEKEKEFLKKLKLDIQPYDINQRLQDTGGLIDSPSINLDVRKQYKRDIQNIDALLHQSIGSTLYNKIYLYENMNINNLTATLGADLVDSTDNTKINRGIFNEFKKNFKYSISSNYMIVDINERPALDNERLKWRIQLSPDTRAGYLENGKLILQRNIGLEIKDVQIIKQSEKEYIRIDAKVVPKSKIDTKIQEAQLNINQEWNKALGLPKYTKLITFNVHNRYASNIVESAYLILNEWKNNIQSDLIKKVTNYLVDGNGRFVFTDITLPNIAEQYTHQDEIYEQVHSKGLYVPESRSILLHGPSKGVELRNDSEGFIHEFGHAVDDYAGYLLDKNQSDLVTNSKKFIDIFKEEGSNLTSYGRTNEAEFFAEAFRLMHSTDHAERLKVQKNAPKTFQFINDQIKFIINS
Yp Topo-I inh: inhibitors of Yersinia pestis topoisomerase I; Y. pestis Topo-I cleavage product accumulation, plate reader; activity, % at 10 µM; 360,000 tested, 0.064% active; in the data active = activity above about 50%, passing the limit was not always enough; inconclusive = no clear call, values can overlap the other calls; also: inactives centre near 2
3CLpro inhibitor: SARS-CoV 3CLpro protease inhibition; P0C6X7; recombinant SARS-CoV 3CLpro, quenched FRET peptide cleavage; inhibition, % at 6 µM; 290,000 tested, 0.14% active; AID 1706; in the data active = inhibition above about 12%
BH1578 lux ind: inducers of Vibrio cholerae quorum light production without autoinducers. V. cholerae BH1578 lux reporter, luminescence, 6 h. activation, % at 18.7 µM. 350,000 tested, 0.16% active. AID 588436; in the data active = activation mostly above about 9.7%, no sharp cut-off; inconclusive = no clear call, values can overlap the other calls; inactive = mostly below about 3.7%; also: not every result past the cut was called active; inactives centre near 0; reference of the scale not given here
PfHsp40 rescue: compounds rescuing yeast from Plasmodium falciparum HSP40 toxicity. 340,000 tested, 0.68% active. S. cerevisiae expressing PfHsp40, growth rescue, ATP luminescence. growth rescue, % at 12.5 µM. AID 504582; in the data active = growth rescue above about 28%, passing the limit was not always enough; inconclusive = no clear call, values can overlap the other calls;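 also: yeast W303a lacking pdr1 and pdr3 grown in galactose medium; growth measured after three days at 30 °C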
BoNT A protease: inhibitors of Botulinum neurotoxin A light chain protease | AID 588499 | inhibition, % at 10 µM | 360,000 tested, 0.17% active | multiplex microsphere protease substrate cleavage, flow cytometry; also: plate controls were buffer without enzyme for full effect and enzyme alone for no effect
VHR inh abs: DUSP3 (human) phosphatase inhibition | 290,000 tested, 0.52% active | recombinant VHR phosphatase, pNPP absorbance | inhibition, % at 13.3 µM | P51452 | AID 1654; in the data active = inhibition above about 50%; also: some compounds called inactive have numbers as strong as hits
Target sequence (P51452 whole entry, looked up): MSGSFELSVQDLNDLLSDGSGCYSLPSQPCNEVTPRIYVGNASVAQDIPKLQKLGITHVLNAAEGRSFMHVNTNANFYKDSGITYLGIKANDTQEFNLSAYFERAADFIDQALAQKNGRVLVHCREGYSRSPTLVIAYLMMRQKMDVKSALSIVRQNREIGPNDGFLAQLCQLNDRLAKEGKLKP
Numbers without * were called inactive; i = inactive; ? = inconclusive; . = no result given; & = joins results of further samples. Rule as the data show it, unless noted: active = inhibition above about 30%; inconclusive = no clear call, values can overlap the other calls; inactive = below that.

SMILES	PriA SSB inh	CCHF vOTU inh	TcdB inh	Anthrax LF prot	Yp Topo-I inh	3CLpro inhibitor	BH1578 lux ind	PfHsp40 rescue	BoNT A protease	VHR inh abs
Cc1ccc(C2(C)NC(=O)N(CC(=O)Nc3ccccc3N3CCCCC3)C2=O)cc1 (stereo unspecified)	-9	9	1.2	4	-12	.	11	-1.5	1.4	.
CC1CN(c2nn3c(=O)c4ccccc4nc3c3ccccc23)CC(C)O1 (stereo unspecified)	-20	4	.	0	28	0	i	0.3	0.1	0
CCc1c(C)nc2nc(SCc3ccccc3Cl)[nH]n2c1=O	-2	22	0.9	2	6	0	-0.9	.	-1.7	-3
N#Cc1c2n(cnc1=O)CCCCC2	-6	6	.	-2	3	2	-1.3	-0.5	0.2	14
CC(=O)NC1=NN(C(C)=O)C(C)(c2ccc(Cl)s2)S1 (stereo unspecified)	-3	8	.	-1	-5	0	-0.7	0.5	-1.1	0
COc1cc(OC)cc(C(=O)NN2CCCCC2)c1	-13	-5	.	-1	-5	-2	i	0.2	-4.1	5
COc1ccc(Cn2ccc(=O)c(Cc3c(Cl)cccc3Cl)c2C)cc1	1	6	.	-3	1	1	-0.7	1.6	-0.3	10
CN(C(=O)CSc1ncnc2sc3c(c12)CCC3)C1CCS(=O)(=O)C1 (stereo unspecified)	5	6	0.4	-6	2	.	i	0.4	0.3	.
Cc1nnc(SCCC(=O)Nc2ccc(F)cc2)s1	-7&-13	-1	.	2	2	1	i	1.2	1.7	2
Cc1ccc(S(=O)(=O)NN2C(=O)c3ccccc3NC2C)cc1 (stereo unspecified)	5	-23	0.8	0	1	3	-0.4	-0.8	-0.7	-7
O=c1c2c(nc3nc(NCc4ccccc4Cl)[nH]n13)CCC2	.	-5	1.1	.	.	6	.	.	.	18
O=C(Nc1ccc2ccccc2n1)c1ccccc1	-6	-18	1.4	7	0	-1	0.7	-0.2	-2.1	17
CN1CCN(CC(=O)c2cc(C(C)(C)C)c(O)c(C(C)(C)C)c2)CC1	-8	-8	0.6	-1	-3	0	i	-1.1	-2.0	2
O=C(Nc1ccccn1)c1c(O)c2cccc3c2n(c1=O)CCC3	6	-4	.	-1	0	6	0.5	-0.5	1.2	21
Cc1ccc(Cn2ccsc2=NC(=O)CCl)cc1	-20	8	2.6	-2	6	2	i	-0.1	-0.1	-6
Cc1cccc(-c2nc3ccccc3c(=O)n2N)c1	-1	8	2.6	11	6	-2	i	1.6	-2.4	-5
O=C(NCC1CCN(c2ccc(S(=O)(=O)N3CCOCC3)cc2)CC1)Nc1ccccc1	-4	0	0.7	0	17	6	i	-1.0	-0.2	20
CCN(CC)c1nc(N2CCOCC2)nc2ccccc12	-21	7	2.0	-6	7	2	i	-0.8	-0.5	-24
Cc1ncoc1C(=O)Nc1cccc(Cl)c1	-2	.	2.2	0	42	1	-1.0	-1.6	-1.0	11
CC12CC(=O)C3C(CCC4=CC(=O)CCC43C)C1CC=C2CC(=O)O (stereo unspecified)	-8	-11	0.1	1	-3	.	i	-0.3	-0.8	.
CCN1C(=O)c2cccc3c(S(=O)(=O)Nc4ccccc4)ccc1c23	-18	.	.	-1	19	-1	i	0.5	1.3	-5
COc1ccccc1CNC(=O)[C@H](Cc1c[nH]c2ccccc12)NC(=O)[C@@H]1Cc2ccccc2CN1	19	-5	1.3	-2	23	1	-0.3	0.5	-0.1	17
CCOC(=O)N1CCC(N2CCN(C3CCCC3)C(CCO)C2)CC1 (stereo unspecified)	-4	3	-0.7	-4	-13	-2	-0.7	0.4	0.0	18
Cc1c(C(=O)C(=O)NCCc2ccc(S(N)(=O)=O)cc2)c2ccccc2n1C	-5&1	11	0.7	-5	3	0	-0.6	-1.2	-0.7	6
O=C(Nc1cccc(F)c1)[C@@H]1CCCN1	-9	6	0.7	41*	3	-2	i	-0.2	-1.1	2
O=[N+]([O-])c1cc([N+](=O)[O-])c(N2CCCCCC2)cc1NCCO	12	9	.	-4	-1	2	-5.6	-0.6	-0.7	6
Cc1ccc(Cn2c(O)c(N=NC(=S)Nc3ccccc3F)c3ccccc32)cc1	8	-2	1.5	0	1	4	-0.3	-0.9	6.4	21
O=C(CN1CCN(c2ccccc2)CC1)Nc1ccccc1C(F)(F)F	-13	-1	.	2	6	1	i	1.2	1.1	8
COc1cccc(C(N)c2nc(-c3cc(F)cc(F)c3)cs2)c1 (stereo unspecified)	.	-7	4.5	1	-9	.	0.1	.	-0.2	.
Cc1cc(C)nc(N(C#N)CN2C(=O)c3ccccc3S2(=O)=O)n1	-21	4	.	2	9	-6	-0.4	-0.1	0.3	2
C/C(=N\NC(=O)c1cccs1)c1ccncc1	.	26	-0.3	2	-2	2	-0.8	-1.1	-4.3	.
O=C(Cc1ccc(-c2ccccc2)cc1)Nc1ccccc1	-3	12	-0.5	12	2	8	0.5	-0.8	0.1	-19
COc1ccccc1-c1cnc(C(O)c2ccc(F)cc2C)[nH]1 (stereo unspecified)	.	-1	1.3	-4	3	.	0.5	.	-0.5	.
C[C@H]1Cn2cnc(C(=O)NCc3ccc(CNC(=O)OC(C)(C)C)cc3)c2C(=O)N1	.	4	0.6	4	-10	.	-0.1	.	0.0	.
N#CCC(=O)Nc1ccc(C(=O)OCC(=O)c2ccc3c(c2)NC(=O)CO3)cc1	-10	7	-0.5	-6	5	.	-1.6	-1.1	2.9	.
Cc1csc(Nc2ccc(Cl)cc2)n1	-4	-3	2.2	-2	0	3	i	-1.8	0.5	36
CC1CCN(C(=O)Cn2nnnc2CN2CCOCC2)CC1	-19	16	2.3	-2	1	-6	i	-1.5	2.1	11
O=C(CCN1C(=O)S/C(=C/c2ccccc2)C1=O)Nc1ccc(O)c(C(=O)O)c1	-7	14	1.1	-2	10	10	-0.5	-0.1	2.2	-1
CNc1nc(Oc2ccc(=O)n(C)n2)nc(N2CCOCC2)n1	-6	-16	.	-9	5	2	-0.3	-0.3	-0.7	16
COc1ccc(OC2OC3COC(c4ccco4)OC3C(O)C2NC(C)=O)cc1 (stereo unspecified)	2	-14	0.4	-2	1	-4	-0.3	0.2	0.3	17
Cc1cc(C)c(NC(=O)CS(=O)CC(=O)N2CCN(c3ccccc3)CC2)c(C)c1 (stereo unspecified)	-9	2	0.4	-2	11	-3	-0.5	0.9	-0.2	-4
Cc1cc(=O)n2c3ccccc3n(CC(O)CN3CCCC3)c2c1C#N (stereo unspecified)	3	-6	1.9	-6	5	0	i	1.1	-1.0	20
CC(=O)Nc1ccc(NC(=O)N(c2ccccc2)c2ccccc2)cc1	-3	-2	-0.1	4	-9	-3	i	-1.2	0.6	8
CCCN(CCC)Cc1c(C(=O)N/N=C/c2ccc(Br)cc2)nnn1-c1nonc1N	.	4	-1.3	1	19	-4	-0.4	-1.0	0.5	1
COc1ccc(C(=O)O)cc1S(=O)(=O)Nc1ccc2cn[nH]c2c1	3	-10	-0.1	-2	3	.	0.0	-0.3	0.3	.
COc1ccccc1C(=O)NC(=O)COC(=O)c1nc(Cl)ccc1Cl	-11	-1	1.9	?	5	.	-1.0	0.0	-1.0	.
CC12CCC3C(CCC4N(CCO)CCC34C)C1CCC2O (stereo unspecified)	3	11	-1.5	-1	-5	6	i	-0.2	0.8	-2
O=C(Nn1cnc2ccccc2c1=O)c1ccc(Cl)c([N+](=O)[O-])c1	3	1	-0.1	-11	3	8	i	-1.2	-0.3	20
COc1ccc(-c2ccc(CCC(=O)O)n2C(C)C)cc1	7	-97	.	6	5	-5	i	-1.6	0.7	5
CCOC(=O)C1CCN(C(C)C(=O)c2c(C)[nH]c3cc(C)ccc23)CC1 (stereo unspecified)	-1	9	.	-1	2	-9	-0.4	1.5	0.7	-12
COc1ccccc1OCCC(=O)OCC(=O)Nc1cccc(Br)c1	-7	-14	.	0	3	7	i	-0.3	-0.2	18
Cc1cc(C(=O)Cn2nnc(-c3ccc(Cl)cc3)n2)c(C)n1-c1ccccc1	-13	11	-0.4	0	18	1	0.0	1.1	-1.2	21
Cc1c(NC(=O)C(C)OC(=O)CCC2CCCC2)c(=O)n(-c2ccccc2)n1C (stereo unspecified)	4	6	1.9	-2	-7	0	-1.1	0.7	-0.6	2
O=C(COC(=O)C1=NN(c2ccccc2)C(=O)CC1)Nc1ccc([N+](=O)[O-])cc1C(F)(F)F	4	0	1.3	-2	-4	.	i	-0.4	-0.6	.
CCOc1cc(C(=O)N2CCCN(C)CC2)cc(OCC)c1OCC	-9	1	0.6	.	0	0	i	-1.3	.	39
CO/N=C/NC(=O)C1=NOC(CNc2ncc(C(F)(F)F)cc2Cl)C1 (stereo unspecified)	.	11	.	2	-1	5	0.8	3.1	-0.9	-7
Cc1ccc(F)c(C2=CC(=O)C[C@H](c3ccc(F)cc3)C2)c1	-10	5	-1.1	-4	35	.	-0.4	5.7	0.3	.
CC(=O)Nc1cc(C(=O)N2CCC3(CC2)OCCO3)ccc1Sc1ccc(F)cc1	4	-12	-1.1	-4	4	7	-0.5	0.6	-1.1	18
COc1ccccc1CC(NC(C)=O)C(=O)NC1CCN(C(=O)Nc2ccc(F)cc2)CC1 (stereo unspecified)	-2	7	1.1	-6	13	-4	i	-1.5	-4.3	-17
COC(=O)c1ccc(CSc2ccccc2C)o1	-31	2	.	-7	2	0	-12	-0.2	-0.6	16
The list goes on:
SMILES	PriA SSB inh	CCHF vOTU inh	TcdB inh	Anthrax LF prot	Yp Topo-I inh	3CLpro inhibitor	BH1578 lux ind	PfHsp40 rescue	BoNT A protease	VHR inh abs
CC1CC(C(=O)Nc2ccccc2)C(=O)O1 (stereo unspecified)	5	-9	-0.9	-1	5	.	1.9	0.5	0.6	.
CC(C)(O)[C@@H]1Cc2c(ccc3ccc(=O)oc23)O1	1	-179	-0.1	-4	-5	2	i	-0.5	-0.1	-26
CNCC(O)COc1ccccc1 (stereo unspecified)	-22	10	.	-7	0	-3	-0.7	-0.2	-0.5	-2
CCc1noc(C)c1C(=O)NCCc1ccc(S(N)(=O)=O)cc1	-7	-3	1.8	0	-3	.	-1.4	0.0	2.4	.
COC(CC(=O)NNC(=S)Nc1ccccc1)OC	-5	1	-0.3	0	0	4	-0.5	-0.2	0.3	12
Clc1ccc2c(c1)C(c1ccccc1Cl)=NCc1nncn1-2	-15	12	.	3	2	-1	i	2.0	0.1	3
COc1ccc(N2CCN(C(=O)C3Cc4ccccc4CN3C(=O)c3ccccc3)CC2)cc1 (stereo unspecified)	19	9	-4.1	-5	22	11	0.2	0.5	0.0	-15
CN(C(=O)COC(=O)c1ccc2[nH]c3c(c2c1)CCCC3)C1CCS(=O)(=O)C1 (stereo unspecified)	-2	-8	-1.6	-1	-2	3	i	0.2	0.3	5

Four entries from above, with each value named.
smiles: CNCC(O)COc1ccccc1 (stereo unspecified)
  PriA SSB inh = -22 | CCHF vOTU inh = 10 | TcdB inh = . | Anthrax LF prot = -7 | Yp Topo-I inh = 0 | 3CLpro inhibitor = -3 | BH1578 lux ind = -0.7 | PfHsp40 rescue = -0.2 | BoNT A protease = -0.5 | VHR inh abs = -2
smiles: CCc1noc(C)c1C(=O)NCCc1ccc(S(N)(=O)=O)cc1
  PriA SSB inh = -7 | CCHF vOTU inh = -3 | TcdB inh = 1.8 | Anthrax LF prot = 0 | Yp Topo-I inh = -3 | 3CLpro inhibitor = . | BH1578 lux ind = -1.4 | PfHsp40 rescue = 0.0 | BoNT A protease = 2.4 | VHR inh abs = .
smiles: COC(CC(=O)NNC(=S)Nc1ccccc1)OC
  PriA SSB inh = -5 | CCHF vOTU inh = 1 | TcdB inh = -0.3 | Anthrax LF prot = 0 | Yp Topo-I inh = 0 | 3CLpro inhibitor = 4 | BH1578 lux ind = -0.5 | PfHsp40 rescue = -0.2 | BoNT A protease = 0.3 | VHR inh abs = 12
smiles: Clc1ccc2c(c1)C(c1ccccc1Cl)=NCc1nncn1-2
  PriA SSB inh = -15 | CCHF vOTU inh = 12 | TcdB inh = . | Anthrax LF prot = 3 | Yp Topo-I inh = 2 | 3CLpro inhibitor = -1 | BH1578 lux ind = i | PfHsp40 rescue = 2.0 | BoNT A protease = 0.1 | VHR inh abs = 3

A portion of the library. The share of hits here may be higher or lower than overall.
